Assay outcomes as filed in PubChem BioAssay.
PhoP GFP inhibition: PhoP regulon inhibitors, Salmonella typhi PhoP promoter GFP reporter, confirmatory (AID 1850). Salmonella Typhi PhoP-promoter GFP reporter, fluorescence, 4 h; higher % means a stronger effect. inhibition, % at 50 µM, or IC50 in µM where a hit was titrated. 310,000 compounds, 0.33% hits; in the data active means a potency from the dose series; inconclusive means inhibition mostly from about 25% at the one dose, without a potency; inactive means the rest, 99 in 100 with inhibition below about 19%;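 further: 0% = induced wells with vehicle and 100% = uninduced wells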
VEEV TC-83 Vero: inhibitors of VEEV TC-83 cytopathic effect, confirmation, Vero cells (AID 588727); Vero cells, VEEV TC-83 cytopathic effect inhibition; higher % means a stronger effect; inhibition, % at 20 µM; hits with a dose series show IC50 in µM; 350,000 compounds, 0.13% hits; in the data active means a potency from the dose series; inconclusive means inhibition mostly from about 14% at the one dose, without a potency; inactive means the rest, 99 in 100 with inhibition below about 12%; further: strong numbers were not always called active
tuberculosis growth: growth inhibition of non-replicating M. tuberculosis (AID 488890); 320,000 compounds, 0.39% hits; Mycobacterium tuberculosis non-replicating, growth inhibition; higher % means a stronger effect; inhibition, % at 25 µM; hits with a dose series show IC50 in µM; in the data active means a potency from the dose series; inconclusive means inhibition mostly from about 82% at the one dose, without a potency; inactive means the rest, 99 in 100 with inhibition below about 76%;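 further: plate controls were DMSO cells for no effect and high antibiotic wells for full effect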
influenza NS1A: H1N1 influenza NS1A inhibitors, functional cell based assay (AID 504329); one-dose inhibition, % at 12.5 µM; IC50 in µM for titrated hits; 340,000 compounds, 0.3% hits; NS1A functional cell-based assay, percent inhibition; higher % means a stronger effect; in the data active means a potency from the dose series; inconclusive means inhibition above about 27% without an active follow-up result; further: strong numbers were not always called active
H37Rv inhibition: M. tuberculosis growth inhibition, HTS (AID 449762). M. tuberculosis H37Rv growth inhibition, 7H9 media; higher % means a stronger effect. one-dose inhibition, % at 25 µM; IC50 in µM for titrated hits. 330,000 compounds, 0.59% hits; in the data active means a potency from the dose series; inconclusive means inhibition above about 70% without an active follow-up result;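 further: bacterial growth assessed after seven days of incubation; strong numbers were not always called active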
VEEV TC-83 Vero 10K pilot screen: second read-out of VEEV TC-83 Vero, no call of its own (marks repeat the call); inhibition, %; measured here: 10K pilot screen inhibition
Starred values were filed as active, the others as inactive; i = inactive; ? = inconclusive; nt = no result given. An unsorted share of the library. About 1.5% of those tested had a hit in this group.

SMILES	PhoP GFP inhibition	VEEV TC-83 Vero	tuberculosis growth	influenza NS1A	H37Rv inhibition	others
Cc1nn2cc(-c3ncc(C(F)(F)F)cc3Cl)cnc2c1Br	-5%	9.2%	55%	nt	-6%
CCn1c(C)c(C)c2cc(C(=O)N3CCCC3)ccc21	2%	1.5%	4%	6%	-2%
Cc1ccc(NS(=O)(=O)N(C)C)cc1	0%	i	2%	-5%	-10%
Cc1cc(C)n2nc(CNS(=O)(=O)c3cccc([N+](=O)[O-])c3)nc2n1	-5%	1.9%	-13%	-7%	3%
Clc1ccc(OCCCNCc2ccccc2)c(Br)c1	38µM*	1.8%	?	9%	?
COc1ccc(OC)c(NC(=O)c2c(NC(=O)CNCc3ccco3)sc3c2CCC3)c1	-10%	3.8%	29%	4%	5%	VEEV TC-83 Vero 10K pilot screen=2.1
C=CCn1c(SCn2nnc3ccccc3c2=O)nnc1-c1ccc(Cl)cc1	2%	i	40%	-1%	-3%
O=c1[nH]c2ccccc2nc1-c1ccccc1	6%	1.1%	-4%	-9%	-1%
COc1ccc(S(=O)(=O)NNC(=O)c2ccc(-n3c(C)ccc3C)cc2)cc1	-3%	0.1%	33%	nt	0%
COc1ccc(OC)c(NC(=O)CN2CCN(C(=O)c3ccco3)CC2)c1	-1%	5.7%	-2%	0%	-3%	VEEV TC-83 Vero 10K pilot screen=0.9
COc1ccc(OCc2cc(C(=O)N3CCC(OC)CC3)no2)c2ccccc12	-5%	5.3%	-4%	-6%	-13%
Cn1ccnc1SCC(=O)Nc1ccc(F)c([N+](=O)[O-])c1	13%	2.9%	?	0%	1%
Cc1ccc(CNS(=O)(=O)c2ccc(C)s2)cc1	-25%	1.7%	3%	-1%	13%
CCOc1ccc(/C(O)=C2/C(=O)C(=O)N(CCCn3ccnc3)C2c2cccs2)cc1Cl (stereo not given)	0%	i	7%	-4%	-7%
COc1cccc(N2CCN(C(=O)c3ccc(N4C(=O)NC5CC4(C)Oc4ccccc45)cc3)CC2)c1 (stereo not given)	-3%	2.0%	2%	2%	0%
COc1ccc(-c2cc(C(F)(F)F)c(C#N)c(SCC(=O)Nc3ccc(C)cc3)n2)cc1	-6%	0.9%	15%	2%	0%	VEEV TC-83 Vero 10K pilot screen=0.5
O=C(CSc1nnnn1-c1ccc(Cl)cc1)Nc1cccnc1Cl	-10%	0.2%	-10%	2%	-2%
Cc1cc(C(=O)OCC(=O)NC2CCS(=O)(=O)C2)c(C)n1-c1ccccc1 (stereo not given)	2%	2.2%	9%	-7%	-3%
CC1CCc2nc(NC(=O)C3COc4ccccc4O3)sc2C1 (stereo not given)	-2%	8.5%	9%	24%	28%
COc1cc(OC)cc(-n2nnnc2SCC(=O)NCc2cccs2)c1	5%	0.6%	6%	-7%	1%
CC(O)CNc1nc2c(c(=O)n(C)c(=O)n2C)n1C/C=C/c1ccccc1 (stereo not given)	-5%	1.8%	6%	1%	-9%
Brc1ccc(-c2nn[nH]n2)cc1	-13%	0.3%	3%	-11%	7%
CCOC(=O)NCc1ccc(S(=O)(=O)Nc2ccccc2C)cc1	-4%	0.6%	0%	-4%	-9%
Cc1oc(-c2cccc3ccccc23)nc1CN1CCC[C@H]1CO	10%	1.8%	37%	-6%	15%
CCc1nc(N2CCN(C(C)=O)CC2)c2c3c(sc2n1)CCCC3	-4%	i	-16%	-22%	-2%

Brought forward from above: five compounds; new compounds follow.
SMILES	PhoP GFP inhibition	VEEV TC-83 Vero	tuberculosis growth	influenza NS1A	H37Rv inhibition	others
CC(O)CNc1nc2c(c(=O)n(C)c(=O)n2C)n1C/C=C/c1ccccc1 (stereo not given)	-5%	1.8%	6%	1%	-9%
Brc1ccc(-c2nn[nH]n2)cc1	-13%	0.3%	3%	-11%	7%
CCOC(=O)NCc1ccc(S(=O)(=O)Nc2ccccc2C)cc1	-4%	0.6%	0%	-4%	-9%
Cc1oc(-c2cccc3ccccc23)nc1CN1CCC[C@H]1CO	10%	1.8%	37%	-6%	15%
CCc1nc(N2CCN(C(C)=O)CC2)c2c3c(sc2n1)CCCC3	-4%	i	-16%	-22%	-2%
C#CC[N+]1(C)C2CCC1CC(O)C2 (stereo not given)	-12%	1.0%	1%	-5%	6%
CC(C(=O)N1CCCc2ccccc21)N1CCN(c2ccccn2)CC1 (stereo not given)	-13%	2.1%	1%	-8%	2%
O=C(CCc1c[nH]c2ccccc12)N1CCN(S(=O)(=O)c2ccc(F)cc2)CC1	nt	9.5%	nt	-10%	nt
COc1cc2c(cc1OC)CN(Cc1cc(=O)oc3c(C)c(C)ccc13)CC2	-1%	2.5%	31%	9%	-7%
CC(C)(O)C(=O)N/N=C\c1ccc(OC/C=C/c2ccccc2)cc1	-2%	1.0%	-5%	-6%	0%
Cc1c(NC(=O)COC(=O)c2ccc(Cl)nc2)c(=O)n(-c2ccccc2)n1C	nt	1.0%	4%	1%	0%
CCN(CC)S(=O)(=O)C1CCS(=O)(=O)C1 (stereo not given)	-2%	4.3%	2%	2%	-4%	VEEV TC-83 Vero 10K pilot screen=1.1
COc1ccc(/C=C/C(=O)c2ccc(C(=O)/C=C/c3ccc(OC)c(OC)c3)cc2)cc1OC	nt	13%	nt	2%	nt
Cc1cccc(C)c1NC(=O)CNC(=O)Cn1nc(C)c(C)c(C#N)c1=O	-7%	0.4%	-9%	-3%	2%
CCC(c1nnnn1C1CCCCC1)N1CCN(C2CCCC2)CC1 (stereo not given)	3%	0.1%	-6%	-5%	-8%
O=c1c2ccccc2nc(-c2ccc(Cl)cc2)n1C1CCS(=O)(=O)C1 (stereo not given)	-9%	0.7%	14%	0%	6%
Clc1ccc(-c2c[n+](Cc3cccc(Cl)c3)c3n2CCC3)cc1	?	i	31%	-12%	-6%
COCCCn1c(SCC(=O)NC2CCCC2)nnc1-c1ccccc1	0%	0.2%	-22%	-15%	-2%
CCC(C)(C)NC(=O)C(c1ccccn1)N(C(=O)c1csnn1)c1ccc(C)c(C)c1 (stereo not given)	5%	i	17%	-12%	3%
COCCNS(=O)(=O)c1cccc2cccnc12	-9%	0.8%	nt	-3%	2%
CCN(CCO)Cc1csc2ccc(Br)cc12	3%	0.4%	-8%	-3%	2%
CCN(CC)CCNc1oc(-c2ccccc2)nc1S(=O)(=O)c1ccccc1	nt	5.2%	12%	-5%	-12%
CCCCC(=NCCc1c(C)[nH]c2ccc(OC)cc12)C1=C(O)CC(c2ccccc2)CC1=O (stereo not given)	6%	8.5%	23%	13%	4%
O=C(O)c1[nH]c2ccccc2c1C(c1cccc(O)c1)c1c(C(=O)O)[nH]c2ccccc12	-6%	2.3%	-15%	-6%	-8%
Cc1ccc(S(=O)(=O)NC(=O)Nc2nnc(C)s2)cc1	-3%	0.8%	-26%	13%	0%
Cc1cccc(-n2cnc(C(=O)NNC(=S)Nc3ccccc3)c2)n1	4%	1.6%	-3%	4.9µM*	2%
Nc1nc(COc2ccc3ccccc3c2)cs1	6%	i	20%	8%	7%
O=C(NC(Cc1ccccc1)C(=O)N1CCN(c2ccccn2)CC1)c1ccco1 (stereo not given)	10%	4.7%	7%	1%	-17%
COC(=O)CN1C(=S)N(C)C(=O)/C1=C/c1cccs1	-7%	0.3%	?	8%	?	VEEV TC-83 Vero 10K pilot screen=1.0
COc1cc(NC(=O)CSCc2ccc(Cl)cc2)c(C(=O)O)cc1OC	-6%	0.1%	15%	-11%	3%

Other results
SMILES	PhoP GFP inhibition	VEEV TC-83 Vero	tuberculosis growth	influenza NS1A	H37Rv inhibition	others
COc1ccc(CCNC(=S)NC(=O)c2ccccc2)cc1C	-12%	1.1%	?	-10%	4%
CCN1CCN(C(=O)C2CCN(S(=O)(=O)c3ccc(Br)cc3)CC2)CC1	-3%	0.1%	-4%	11%	6%
CC(C)NS(=O)(=O)c1ccc(OCC(=O)Nc2ccc3c(c2)OCO3)c(Cl)c1	-2%	3.4%	32%	-3%	9%
Cc1ccc2nc(NCc3ccc(F)cc3)c3nncn3c2c1	2%	1.0%	-10%	11%	2%
Cc1cc(C)n2c(SCC(=O)Nc3cc(C)on3)nnc2n1	10%	5.9%	-8%	3%	-4%
Cc1cccc(N2CCN(C(=O)c3cn4ccccc4n3)CC2C)c1 (stereo not given)	11%	1.8%	3%	-6%	-4%
CCC(C)C1/C=C\CC(NC(=O)OCC2c3ccccc3-c3ccccc32)CC(=O)N1Cc1ccccc1 (stereo not given)	nt	6.3%	nt	17%	nt
CC1=CS/C(=C(/C#N)C(=O)NCc2ccco2)N1c1ccccc1	-8%	1.0%	nt	4%	-4%
Cc1ccc(C2CN(CCC(N)=O)C(=O)CO2)cc1 (stereo not given)	-12%	1.3%	0%	-5%	-2%
CCOC(=O)Cn1c(C)c(Br)c(COC)c(C#N)c1=O	-3%	1.9%	35%	-2%	0%
CCOC(=O)c1cnc(N)nc1C(F)(F)F	-2%	1.2%	-22%	-5%	-7%
CCCCC1=NN(C(=O)c2ccco2)C(O)(C(F)(F)F)C1 (stereo not given)	2%	i	?	-1%	21%
COc1ccc(CSc2nnc(CNS(C)(=O)=O)o2)cc1	-15%	0.5%	-1%	-1%	-2%
Cc1cccc[n+]1C1C(c2ccccc2)C(C#N)=C(C(=C=[N-])C#N)NC1(O)C1CC1 (stereo not given)	8%	4.4%	nt	7%	-4%
O=C(c1ccco1)N1CCN(Cc2ccc(F)cc2Cl)CC1	-6%	i	20%	-4%	7%
COc1ccc(CNC(=O)CCC(=O)Nc2ccc(Cl)cc2)cc1	6%	0.0%	36%	-4%	-2%
COc1ccccc1NC(=O)CCSc1nnnn1C	3%	7.0%	-23%	0%	-2%
Cc1nn(Cc2c(F)c(F)c(F)c(F)c2F)c(C)c1NC(=O)c1nn(C)cc1[N+](=O)[O-]	-14%	4.6%	21%	7%	-4%
Cc1cc(NC(=O)CC23CC4CC(C2)CC(CC(=O)Nc2cc(C)on2)(C4)C3)no1	8%	1.1%	20%	2%	1%
O=C(CCn1c(=O)oc2ccccc21)N1CCN(c2ccccc2Cl)CC1	-9%	6.3%	6%	0%	1%
COc1ccc(CCNC(=O)C(=O)NCc2ccccc2)cc1OC	-1%	3.4%	12%	-1%	-1%
O=C(Cc1cccs1)Nc1ccc(-c2nnc(-c3ccco3)o2)cc1	-7%	i	-5%	7%	6%	VEEV TC-83 Vero 10K pilot screen=0.4
CCc1ccc(NC(=O)C2CCN(S(=O)(=O)c3ccc4c(c3)CC(C)N4C(C)=O)CC2)cc1 (stereo not given)	-11%	i	nt	6%	4%
O=c1c2ccccc2nc(CSc2ncnc3nc[nH]c23)n1-c1ccccc1	-1%	8.7%	-6%	-31%	18%
COc1ccc(CCNC(=O)COc2cc(C)cc3oc(=O)cc(C)c23)cc1OC	-1%	1.1%	11%	5%	-2%

Retrieved one by one from above, two records:
SMILES	PhoP GFP inhibition	VEEV TC-83 Vero	tuberculosis growth	influenza NS1A	H37Rv inhibition	others
COc1ccc(CCNC(=O)COc2cc(C)cc3oc(=O)cc(C)c23)cc1OC	-1%	1.1%	11%	5%	-2%
CC(C)NS(=O)(=O)c1ccc(OCC(=O)Nc2ccc3c(c2)OCO3)c(Cl)c1	-2%	3.4%	32%	-3%	9%

(next part)
SMILES	PhoP GFP inhibition	VEEV TC-83 Vero	tuberculosis growth	influenza NS1A	H37Rv inhibition	others
CN1OC[C@@H]2CN(C(=O)CCc3ccccc3)[C@H](c3cccc(N4CCOCC4)c3)C[C@@H]21	nt	i	nt	-8%	nt
O=C(O)c1cccc(N2C(=O)c3cc([N+](=O)[O-])cc4cc([N+](=O)[O-])cc(c34)C2=O)c1	-5%	1.9%	-1%	-21%	15%
O=C(/C=C/c1cccc(Cl)c1)Nc1ccncc1	5%	2.4%	30%	-10%	2%
COc1ccc(C(=O)Nc2ccc(N3CCN(Cc4ccccc4)CC3)cc2)cc1	3%	0.3%	-16%	nt	-11%
O=C(NCCN1CCN(Cc2ccccc2)CC1)C1CC(=O)N(C2CCCC2)C1 (stereo not given)	-16%	0.1%	-9%	1%	-9%
Cc1cc(N2CCN(c3ccc(F)cc3)CC2)nc2cc(O)ccc12	-1%	9.9%	13%	9%	2%
CCCn1c(C2CCCN2c2nc(-c3ccc(C)cc3)cs2)nc2ccccc21 (stereo not given)	0%	1.2%	23%	10%	2%
N#Cc1ccc(N2CCCC2C(=O)O)c([N+](=O)[O-])c1 (stereo not given)	4%	1.4%	-20%	-4%	-10%
O=C(NCCCNC(=O)NC1CCCCC1)NC1CCCCC1	-15%	nt	-1%	nt	-5%
Cc1c(C(=O)Nc2cc(S(=O)(=O)N3CCOCC3)ccc2N2CCOCC2)oc2ccccc12	3%	5.1%	20%	-3%	5%
